TWEAK Fn14 block = inhibitors of TWEAK-Fn14 signaling, primary screen, luciferase reporter cells, uHTS. TWEAK-stimulated Fn14 reporter cells, luciferase luminescence, 8 h. inhibition, % at 10 µM. 360,000 tested, 2% active. AID 1159606, 2016; in the data active = inhibition above about 50%
NCOA3 inh = SRC3 coactivator transcriptional activity inhibitors, primary screen, cell-based, luminescence; Nuclear receptor coactivator 3 (Homo sapiens), Q9Y6Q9; HEK293 GAL4-SRC3 luciferase reporter; inhibition, % at 3.6 µM; 360,000 tested, 0.17% active;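 active = inhibition above a per-campaign cutoff, the mean of all compounds plus 3 SD, cut at about 60% in these data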;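 note: 0% = DMSO-treated cells and 100% = gossypol-treated cells at 36 µM; higher means less SRC3-driven luciferase light from the GAL4 reporter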
LMP1 NFkB inh = EBV LMP1-driven NF-kappaB luciferase reporter inhibitors, primary screen, cell-based, luminescence, single point; inhibition, % at 12.5 µM; LMP1-induced NF-kappaB luciferase reporter cells; 350,000 tested, 0.69% active; AID 504558, 2011; in the data active = inhibition above about 41%;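 note: 0% = neutral control wells and 100% = reference inhibitor control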
LRH-1 inv ag = LRH-1 (NR5A2) inverse agonists, primary screen, cell-based, luminescence, HEK293T, StAR-luciferase reporter; inhibition, % at 3.6 µM; Nuclear receptor subfamily 5 group A member 2 (Homo sapiens), O00482; 360,000 tested, 0.13% active; LRH-1 transfected, 24 h;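 active = inhibition above the mean inhibition of all tested compounds plus 3 SD, cut at about 73% in these data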;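 note: 0% = DMSO wells and 100% = reporter-only cells lacking LRH-1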
NR2F2 inh = NR2F2 transcriptional activity inhibitors, primary screen, cell-based, luciferase reporter, HEK293T, luminescence | COUP transcription factor 2 (Homo sapiens), P24468 | HEK293T NGFI-A luciferase reporter | inhibition, % at 8.6 µM | 370,000 tested, 0.7% active | AID 686940, 2013;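 active = inhibition above a per-plate cutoff, mean inhibition of test wells between control levels plus 3 SD, cut at about 38% in these data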;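 note: cells cotransfected with COUP-TFII expression vector driving the NGFI-A reporter; 0% = median of COUP-TF2 test wells and 100% = reporter-only cells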
NCOA1 inh = SRC1 coactivator transcriptional activity inhibitors, primary screen, cell-based, luminescence | 360,000 tested, 0.12% active | inhibition, % at 3.6 µM | AID 588354, 2011 | HEK293 GAL4-SRC1 luciferase reporter;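 active = inhibition above the campaign mean plus 3 SD, with each screening campaign given its own cutoff, cut at about 60% in these data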;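 note: 0% = DMSO treated cells and 100% = gossypol at 36 µM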
TROY NFkB inh = inhibitors of TROY-driven NF-kB signaling, primary screen, Q293 LMP1-TROYcd cells, NF-kB luciferase, uHTS; Q293 LMP1-TROYcd NF-kB luciferase reporter, 4 h; inhibition, % at 10 µM; 360,000 tested, 0.98% active;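 active = compounds whose plate-normalised and pattern-corrected inhibition of the luciferase reporter signal at the single screening dose is 50% or more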
Shn3 3UTR inh = reduction of Shn3 3'UTR firefly luciferase signal, primary screen, Schnurri-3 inhibitor project, cell-based, Clone20 osteoblasts, set 2 | 360,000 tested, 0.52% active | inhibition, % at 12.5 µM | AID 588674, 2011 | Clone20 osteoblast Shn3 3'UTR firefly luciferase, 24 h;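 active = mean inhibition of at least 75% with every replicate also reaching 75%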;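 note: 0% = median of neutral control wells and 100% = pilot-screen positive control compound; some compounds past the cut are filed as inactive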
C8 TRAIL sens = viability loss with TRAIL in NB7+C8 cells, primary screen, TRAIL sensitizer project, cell-based, ATPlite luminescence; inhibition (viability loss, TRAIL sensitization), % at 10 µM; 360,000 tested, 1% active; AID 624354, 2012;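 active = compounds causing at least 50% loss of cell viability in the single-dose screen, relative to plate controls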
KKLEB cytotox = cytotoxicity in KKLEB CF airway cells, primary screen, cytotoxicity control for CF NF-kB inhibitor project, cell-based, uHTS, fluorescence assay plates; KKLEB CF airway cells viability, ATPlite luminescence, overnight; active compounds read low; cells stimulated with P. aeruginosa culture filtrate; 360,000 tested, 0.36% active; AID 602141, 2011; activity change (cytotoxicity), % at 5 µM;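 active = corrected activity change at or below -50% at 5 µM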
CF NFkB block = inhibitors of PAF-induced NF-kB signaling, primary screen, cell-based, GFP fluorescence, uHTS; KKLEB NF-kB-GFP reporter, GFP fluorescence overnight; AID 588850, 2011; inhibition, % at 5 µM; 360,000 tested, 0.86% active;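 active = at least 50% inhibition at 5 µM, scaled per plate between neutral and stimulator controls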;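 note: PAF is a Pseudomonas aeruginosa culture filtrate used as stimulus; plate controls were PAF-stimulated DMSO wells for no effect and unstimulated DMSO wells for full effect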
* marks the source's active call; other numbers are inactive results; / = no result given. These rows are one share of the data. The share of hits here may be higher or lower than overall.

Sequence of screens: TWEAK Fn14 block	NCOA3 inh	LMP1 NFkB inh	LRH-1 inv ag	NR2F2 inh	NCOA1 inh	TROY NFkB inh	Shn3 3UTR inh	C8 TRAIL sens	KKLEB cytotox	CF NFkB block
Cc1ccc(-n2c(C)cc(C(=O)Cn3nc(C(=O)O)c4ccccc4c3=O)c2C)cc1
 : 0	-20	2	-12	14	-21	-4	-31	12	-3	6
O=C(Cn1nc(Cl)nc1Cl)c1cc2ccccc2oc1=O
 : -7	3	-10	30	-5	6	-12	15	-7	4	0
CC1(C)CC(=O)C2=C(C1)OC(/N=C/N1CCCC1)=C(C#N)C2c1ccccc1 (stereo unspecified)
 : 11	8	0	12	4	-7	-31	-29	-11	2	7
CC(/C=N/NC(=O)c1cc(-c2cccnc2)nc2c1c(C)nn2-c1ccccc1)=C\c1ccccc1
 : 21	11	33	18	14	17	7	13	35	-10	21
CC(C)[C@H](NC(=O)N1c2ccccc2NC(=O)[C@@H]1C(C)C)C(=O)N[C@H](Cc1ccccc1)C(=O)O
 : -10	25	-53	12	-14	3	-6	-29	19	-2	3
O=C(COC(=O)c1ccc(O)cc1O)NC1CCS(=O)(=O)C1 (stereo unspecified)
 : 19	1	-3	-21	-10	2	2	-3	-10	8	3
C[C@@H]1COc2cc(N(C)CCO)ccc2S(=O)(=O)N1
 : -4	/	/	9	13	/	2	/	14	/	/
Cc1ccc(C(=O)NC(=S)Nc2cccc3nsnc23)cc1
 : -3	-37	-18	-27	-6	-30	-22	-31	7	-5	-11
Cc1nc2cc(N3CCOCC3)c(NC(=O)C3CC3)cc2c(=O)n1Cc1ccccc1
 : -22	8	3	-22	-1	17	-15	5	-10	-8	4
COc1ccc(NCc2nnc(SCC(=O)c3ccc(OC)cc3)o2)cc1
 : -65	-8	-13	-29	10	-20	-32	-2	3	3	-1
COC(=O)/C=C/C(=O)Nc1ccc(O)c(Cl)c1
 : 21	0	17	-2	-22	-17	3	13	-3	-8	10
CC(C)CN(C(=O)c1ccc(Br)o1)C1CCS(=O)(=O)C1 (stereo unspecified)
 : 9	11	4	-1	6	7	-16	6	1	2	-9
Cc1ccc(CCNC(=O)C2CCC(=O)N2Cc2cccnc2)cc1 (stereo unspecified)
 : 9	-13	-17	5	-3	-7	6	-11	-2	1	-8
Cc1cc(NC(=O)c2ccc3c(c2)C(=O)N(Cc2ccccc2)C3=O)no1
 : -1	-5	-10	6	0	-22	11	8	5	-16	6
C=CCOC(=O)/C(=C\c1ccccc1)NC(=O)c1ccc(C)cc1
 : 16	-64	-8	-78	-32	-39	51*	-83	3	-5	5
COc1ccc(-n2cnc3cc(C(=O)NC4CCCC4)ccc32)cc1
 : 2	10	1	5	-2	6	-2	-6	10	4	-10
O=C(Cn1ccc(=O)[nH]c1=O)Nc1ccc(C(=O)O)c(O)c1
 : -21	8	-3	-8	-20	4	-2	-3	4	3	10
CCN1CCCC(OC(=O)c2cc(-c3ccccc3Cl)nc3ccccc23)C1 (stereo unspecified)
 : 9	19	-7	0	17	0	4	14	0	-26	1
O=C(Nc1ccc(Cl)cn1)c1ccc2nccnc2c1
 : -10	-99	-17	-97	-49	-87	-57	-109	23	-11	0
CC(C)c1ccc(NC(=O)C2(C)Cc3c(-c4cccc(C(F)(F)F)c4)ccnc3O2)cc1 (stereo unspecified)
 : -9	15	/	32	7	11	1	2	-7	-11	-6

Reformatted: three of the compounds above.
> CCN1CCCC(OC(=O)c2cc(-c3ccccc3Cl)nc3ccccc23)C1 (stereo unspecified)
  TWEAK Fn14 block: 9
  NCOA3 inh: 19
  LMP1 NFkB inh: -7
  LRH-1 inv ag: 0
  NR2F2 inh: 17
  NCOA1 inh: 0
  TROY NFkB inh: 4
  Shn3 3UTR inh: 14
  C8 TRAIL sens: 0
  KKLEB cytotox: -26
  CF NFkB block: 1
> Cc1cc(NC(=O)c2ccc3c(c2)C(=O)N(Cc2ccccc2)C3=O)no1
  TWEAK Fn14 block: -1
  NCOA3 inh: -5
  LMP1 NFkB inh: -10
  LRH-1 inv ag: 6
  NR2F2 inh: 0
  NCOA1 inh: -22
  TROY NFkB inh: 11
  Shn3 3UTR inh: 8
  C8 TRAIL sens: 5
  KKLEB cytotox: -16
  CF NFkB block: 6
> COc1ccc(-n2cnc3cc(C(=O)NC4CCCC4)ccc32)cc1
  TWEAK Fn14 block: 2
  NCOA3 inh: 10
  LMP1 NFkB inh: 1
  LRH-1 inv ag: 5
  NR2F2 inh: -2
  NCOA1 inh: 6
  TROY NFkB inh: -2
  Shn3 3UTR inh: -6
  C8 TRAIL sens: 10
  KKLEB cytotox: 4
  CF NFkB block: -10

Next section:
Sequence of screens: TWEAK Fn14 block	NCOA3 inh	LMP1 NFkB inh	LRH-1 inv ag	NR2F2 inh	NCOA1 inh	TROY NFkB inh	Shn3 3UTR inh	C8 TRAIL sens	KKLEB cytotox	CF NFkB block
Cc1ccc(N2C(=O)CC(C)CC2=O)cc1
 : 0	-4	2	10	-5	8	4	0	-1	2	14
CCOc1ccc(NC2=NC(C)(C)N=C(N)N2)cc1
 : 8	-5	-2	-9	0	-14	14	-6	5	-6	-11
Cc1cc(=O)oc2c(C)c(OC(C)C(=O)Nc3ccc(N4CCC(C)CC4)cc3)ccc12 (stereo unspecified)
 : -49	-12	9	-3	-5	11	3	24	5	-14	-1
Cc1ccc(NC(=O)/C(=C/c2ccncc2)NC(=O)c2ccccc2)cc1
 : 14	7	2	11	5	-16	4	14	19	12	2
CC1CCCN(C(=O)CSc2cnc3ccccc3n2)C1 (stereo unspecified)
 : -8	-34	-19	-64	-30	-76	-33	-22	-15	0	6
O=c1[nH]c(SCC2CCCCO2)nc2ccccc12 (stereo unspecified)
 : -2	-32	-6	-34	-37	-42	2	-58	7	6	-12
O=C(NCc1ccccn1)Nc1cc(Cl)ccc1Cl
 : 24	2	-9	2	-1	13	-20	-7	2	0	-18
O=C(Cn1cc(C(F)(F)F)cc(Cl)c1=O)NC1CCS(=O)(=O)C1 (stereo unspecified)
 : -3	1	-3	9	8	-8	2	-11	-1	12	-25
CN(C)CCCNc1nc2cc(-c3ccccc3)sc2c(=O)n1C
 : -3	-5	/	-21	-20	-9	-16	-2	-16	-13	3
CCOC(=O)N1CCN(c2cc(=O)n(-c3ccc(OCC)cc3)c(=O)[nH]2)CC1
 : -14	-13	-2	13	-10	4	-8	-6	-1	8	-9
O=C(Nc1ccc(F)cc1)c1ccc(S(=O)(=O)NCc2cccnc2)cc1
 : 4	-3	2	-12	31	16	5	31	2	-2	-5
O=C1/C(=C/c2cccc([N+](=O)[O-])c2)Oc2cc(O)ccc21
 : 3	3	1	0	17	-21	-24	-14	-7	14	-14
CC(C)(C)C1COc2ccccc2N1C(=O)c1ccccc1Cl (stereo unspecified)
 : 37	9	3	10	22	6	12	16	8	-1	4
CCOc1ccc(-n2c(=S)sc3c(=O)[nH]c(SCC(=O)N4CCC(C)CC4)nc32)cc1
 : -50	12	3	7	9	10	-11	11	-17	21	2
CCn1c(C(C)NC(=O)c2cccs2)n[nH]c1=S (stereo unspecified)
 : 10	20	-5	7	-2	13	-8	-11	-4	2	-9
O=C1C=C(Nc2ccc(O)cc2)CC(c2ccco2)C1 (stereo unspecified)
 : 12	-11	-7	9	-4	2	18	-7	16	2	-9
O=C(O)c1ccccc1NS(=O)(=O)c1cccc(N=Nc2c(O)[nH]c(=S)[nH]c2=O)c1
 : 9	4	11	17	9	-2	-13	-10	-18	18	-19
C/C(=N\n1c(C)cc(C)c(C#N)c1=O)c1cccs1
 : -6	3	1	-3	/	0	1	21	-8	4	-2
Cc1ccc(N2CC(C(=O)Nc3ccc(S(=O)(=O)NCC4CCCO4)cc3)CC2=O)cc1 (stereo unspecified)
 : -1	15	8	-9	5	-35	14	4	7	0	7
Cn1cc(CN(Cc2ccccc2)C[C@@H]2CCC(=O)N2)c(-c2ccccc2F)n1
 : -2	5	1	13	20	-2	0	4	4	2	1
COc1ccc(C(=O)NCC(=O)NCC(=O)OCC(=O)c2ccc(Br)cc2)cc1
 : -18	5	1	2	3	-9	4	-15	-2	14	-15
Cc1cccc(NC(=O)c2nc[nH]c2C(=O)N[C@H](C)c2ccccc2)c1
 : 31	-2	-12	-12	6	3	6	-5	-12	18	6
O=S(=O)(c1ccc(NC(=S)Nc2ccc3c(c2)OCO3)cc1)N1CCOCC1
 : -7	0	-7	-14	-5	-19	3	-6	-5	4	-8
CC1(C(=O)N/N=C/c2ccc3c(c2)OCO3)CC1(Br)Br (stereo unspecified)
 : -17	15	-6	-25	-10	-28	-30	-25	-13	-6	19
COc1cc(Cl)cc(C2NC(=S)NC(c3ccccc3)=C2C(C)=O)c1OCC(=O)O (stereo unspecified)
 : -54	11	-7	4	10	-13	-8	4	-1	6	-22
COc1ccc(-c2csc(Cc3nnc(N4CCOCC4)n3-c3ccccc3)n2)cc1OC
 : 4	-7	0	8	/	-12	-8	-11	1	-25	20
Cc1nc(N(C)C)c2sc(=S)n(-c3ccccc3)c2n1
 : 3	1	0	-2	14	3	-1	-2	8	-4	2
CN1C(=S)SC(/[N+]([O-])=C/c2c(F)cccc2Cl)C1(C)C (stereo unspecified)
 : 3	4	/	2	9	3	8	-2	1	10	-18
O=C(Nc1ccc(S(=O)(=O)N2CCCCC2)cc1)C1CC(=O)N(c2ccc(Cl)cc2)C1 (stereo unspecified)
 : -8	-9	10	24	-33	16	5	11	-1	2	7

Grouped by structure, the compounds so far containing an aryl thioether with sulfur outside any ring.
Sequence of screens: TWEAK Fn14 block	NCOA3 inh	LMP1 NFkB inh	LRH-1 inv ag	NR2F2 inh	NCOA1 inh	TROY NFkB inh	Shn3 3UTR inh	C8 TRAIL sens	KKLEB cytotox	CF NFkB block
COc1ccc(NCc2nnc(SCC(=O)c3ccc(OC)cc3)o2)cc1
 : -65	-8	-13	-29	10	-20	-32	-2	3	3	-1
CC1CCCN(C(=O)CSc2cnc3ccccc3n2)C1 (stereo unspecified)
 : -8	-34	-19	-64	-30	-76	-33	-22	-15	0	6
O=c1[nH]c(SCC2CCCCO2)nc2ccccc12 (stereo unspecified)
 : -2	-32	-6	-34	-37	-42	2	-58	7	6	-12
CCOc1ccc(-n2c(=S)sc3c(=O)[nH]c(SCC(=O)N4CCC(C)CC4)nc32)cc1
 : -50	12	3	7	9	10	-11	11	-17	21	2

High-throughput results: PubChem BioAssay, several laboratories
